# E coli Lon inh: E. coli protease La inhibition; P0A9M0; purified E. coli Lon protease, fluorescence polarization; inhibition, % at 7.94 µM; 360,000 compounds, 0.42% hits; AID 602123; in the data active = inhibition above about 13%, passing the limit was not always enough;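 also: 0% = enzyme with probe and DMSO and 100% = no enzyme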
# Target sequence (P0A9M0 whole entry, looked up): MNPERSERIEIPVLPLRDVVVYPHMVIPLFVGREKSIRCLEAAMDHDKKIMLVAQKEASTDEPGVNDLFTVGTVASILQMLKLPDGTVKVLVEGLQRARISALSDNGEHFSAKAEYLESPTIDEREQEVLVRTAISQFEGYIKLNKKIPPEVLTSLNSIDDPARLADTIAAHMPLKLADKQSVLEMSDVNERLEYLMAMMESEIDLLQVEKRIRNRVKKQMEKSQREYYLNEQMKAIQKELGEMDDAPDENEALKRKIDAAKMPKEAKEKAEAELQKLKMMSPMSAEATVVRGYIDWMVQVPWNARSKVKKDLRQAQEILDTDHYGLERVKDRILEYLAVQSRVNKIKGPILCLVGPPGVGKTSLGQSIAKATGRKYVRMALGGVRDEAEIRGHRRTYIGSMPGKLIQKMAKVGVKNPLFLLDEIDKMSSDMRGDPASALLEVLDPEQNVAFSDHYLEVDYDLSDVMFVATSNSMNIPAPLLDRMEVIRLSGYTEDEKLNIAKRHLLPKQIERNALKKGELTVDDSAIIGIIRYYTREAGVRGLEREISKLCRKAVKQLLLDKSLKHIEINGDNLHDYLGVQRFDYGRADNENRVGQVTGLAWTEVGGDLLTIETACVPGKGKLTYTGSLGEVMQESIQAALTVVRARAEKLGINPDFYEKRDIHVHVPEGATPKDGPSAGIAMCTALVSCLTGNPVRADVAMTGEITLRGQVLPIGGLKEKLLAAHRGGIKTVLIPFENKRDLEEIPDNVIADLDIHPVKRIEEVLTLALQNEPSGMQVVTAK
# MT1-MMP act inh: MT1-MMP (human) activation inhibition; HT1080 RFP-PRO-GFP cells, GFP/RFP ratio fluorescence, overnight; percent of plate control window, DMSO zero; GFP/RFP ratio change, % at 20 µM; 360,000 compounds, 0.061% hits; AID 651647;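 active = GFP/RFP ratio change of at least 30% with cell ATP level not reduced by more than half and red fluorescence within 50% of control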; also: strong numbers were not always called active
#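 Test system: HT1080 cells expressing an RFP-PRO-GFP fluorescent reporter construct / Compound dosing: single-point 20 µM compound, 1% DMSO / Schedule: cells overnight before dosing, compound overnight, 37 °C, 5% CO2 / Evaluation: GFP/RFP fluorescence ratio / Control set: DMSO and RFP-L50D-GFP cell wells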
# Neddyl block: inhibitors of human cullin neddylation. TR-FRET cullin neddylation, biochemical. calls only at 25 µM. 360,000 compounds, 0.58% hits. AID 651699; in the data active = inhibition above about 36%
# SKN-1 block: C. elegans SKN-1 inhibition; 360,000 compounds, 0.49% hits; inhibition, % at 21.8 µM; C. elegans VP596 Pgst-4::GFP/RFP ratio, acrylamide-induced, 24 h;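 active = interference check ratio from 0.5 to 1.5 plus GFP to RFP signal ratio inhibition reaching or exceeding a fixed threshold, cut at about 30% in these data, passing the limit was not always enough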; also: some compounds called inactive have numbers as strong as hits
# CendR NRP1 mod: modulators of CendR peptide binding to human neuropilin-1. FAM-RPARPAR peptide binding to NRP-1, fluorescence polarization. 360,000 compounds, 0.85% hits. AID 602438. inhibition, % at 25 µM;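 active = inhibition or corrected inhibition above about 18%, plus a signal ratio from 0.5 to 1.5, limit read from the data, passing the limit was not always enough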; also: strong numbers were not always called active
# PABP1 MLLE inh: inhibitors of microRNA-mediated deadenylation, human PABP1 MLLE binding; GST-MLLE / FITC-PAM2 fluorescence polarization; 360,000 compounds, 0.36% hits; P11940; inhibition, % at 20 µM; AID 588489; in the data active = inhibition above about 35%, passing the limit was not always enough;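 also: plate controls were DMSO wells with GST-MLLE for no effect and wells lacking GST-MLLE protein for full effect; some results filed as inactive read as strong as hits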
# Rin1 Abl inh: human Rin1-Abl interaction inhibition; TR-FRET Rin1/Abl binding, biochemical; P00519+Q13671; AID 588664; 360,000 compounds, 0.4% hits; inhibition, % at 7.35 µM; in the data active = inhibition above about 5%, passing the limit was not always enough
# FAS TE block: FAS thioesterase (human) inhibition; P49327; recombinant FAS-TE, OMFH fluorogenic substrate, fluorescence endpoint; inhibition, % at 15 µM; 360,000 compounds, 0.67% hits;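 active = compounds whose normalised, plate-corrected inhibition of enzyme fluorescence in the single-dose primary screen is 50% or more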;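 also: 0% = DMSO with enzyme and 100% = substrate without enzyme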
# MsrA act: activators of bovine methionine sulfoxide reductase A; 360,000 compounds, 0.3% hits; AID 602163; purified bovine MsrA, absorbance read-out; activation, % at 10.6 µM; in the data active = activation above about 7.5%;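 also: 0% = vehicle and 100% = reference activator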
# * hit, by the source's call; i = inactive; . = not tested or not shown. Rows were taken by chance; about 4% have a hit in one of these screens.
# Screens by letter – A = E coli Lon inh; B = MT1-MMP act inh; C = Neddyl block; D = SKN-1 block; E = CendR NRP1 mod; F = PABP1 MLLE inh; G = Rin1 Abl inh; H = FAS TE block; I = MsrA act
Cc1cccc(OCc2nc(-c3cccnc3)no2)c1
  A = 1; B = 2; C = i; D = 4; E = -2; F = 2; G = 1; H = -10; I = -3

CCOc1ccc(-c2csc3ncn(-c4ccc(OC)cc4)c(=O)c23)cc1
  A = 7; B = -6; C = i; D = 14; E = 0; F = -1; G = -1; H = 22; I = -7

Cc1ccc(C)c(N2CCN(C(=O)c3ccc4nc(N5CCOCC5)sc4c3)CC2)c1
  A = -10; B = 0; C = i; D = -6; E = 19; F = -25; G = 1; H = 7; I = -4

CCCCOCCCNC(=O)Cc1cccs1
  A = -8; B = -5; C = i; D = 9; E = -21; F = 2; G = 3; H = -9; I = -3

COc1cc2cc(C(c3nnnn3C3CCCC3)N3CCc4ccccc43)c(=O)[nH]c2cc1OC (centres undefined)
  A = -4; B = 0; C = i; D = 15; E = -14; F = -18; G = -4; H = -3; I = 1

C/C(=N\O)C(C)(C)Nc1cccc(F)c1
  A = -3; B = 2; C = i; D = 0; E = 2; F = 12; G = -3; H = -9; I = -4

O=C(O)CCN1CC2([N+](=O)[O-])C=CC(=O)C([N+](=O)[O-])(C1)C2CC(=O)c1ccccc1 (centres undefined)
  A = -7; B = -2; C = i; D = 0; E = -9; F = -10; G = -5; H = -10; I = -3

CCc1nc2c(OCCOc3ccc(F)cc3)cccn2c1N(C)C(=O)c1ccc(C)cc1
  A = -1; B = -3; C = i; D = 12; E = -2; F = 14; G = -2; H = 2; I = -1

COc1cc([N+](=O)[O-])ccc1NC(=O)CSc1ccccn1
  A = 2; B = 0; C = i; D = -3; E = -3; F = 9; G = -3; H = 23; I = 2

O=C(COC(=O)/C=C/c1cccc(Br)c1)NCc1cccs1
  A = -5; B = -2; C = i; D = -6; E = 7; F = -8; G = 2; H = 5; I = -6

CC(C)(C)c1ccccc1N=Cc1ccc2ccccc2n1
  A = -5; B = -1; C = i; D = 3; E = -3; F = 6; G = -1; H = 19; I = -5

CN(C)CCN1C(=O)c2ccccc2C1=O
  A = -4; B = -2; C = i; D = 1; E = -4; F = 5; G = 1; H = -10; I = -1

Fc1ccc(N2CCN(Cc3cnc(Cl)s3)CC2)cc1
  A = 0; B = -1; C = i; D = 2; E = 10; F = -11; G = 2; H = 5; I = 0

COc1ccc(C2OCC(C)([N+](=O)[O-])CO2)cc1 (centres undefined)
  A = -1; B = 1; C = i; D = 15; E = 21; F = 9; G = 3; H = -6; I = -4

CC(=O)Nc1cccc(-c2ccnc3c2CC(C(=O)NCC2CCOCC2)O3)c1 (centres undefined)
  A = 5; B = -1; C = i; D = 12; E = -14; F = -1; G = 0; H = -6; I = 0

O=C(NS(=O)(=O)Oc1cccc(Cl)c1Cl)OC[C@@H]1CCCN2CCCCC12 (some centres undefined)
  A = -2; B = 1; C = i; D = 0; E = 5; F = -8; G = 2; H = 0; I = -2

Cc1ccc(C)c(NC(=O)C(CC(=O)O)C2CCCO2)c1 (centres undefined)
  A = -4; B = -3; C = i; D = -11; E = -7; F = -11; G = 2; H = -5; I = 0

Cc1ccccc1-c1nc2sc3c(c2c(=O)o1)CCC3
  A = 3; B = 3; C = .; D = 9; E = 2; F = 0; G = 4; H = 49; I = -5

Cc1ccsc1C(=CCCN1CCC[C@@H](C(=O)O)C1)c1sccc1C
  A = -1; B = -2; C = i; D = -6; E = -2; F = 17; G = -4; H = -3; I = -6

NC(=O)c1ccsc1NC(=O)c1ccc(S(=O)(=O)N2CCCC2)cc1
  A = -5; B = 6; C = i; D = -3; E = 3; F = 7; G = -1; H = -4; I = -10

Cc1ccnc(NC(=O)COc2ccccc2[N+](=O)[O-])c1
  A = 1; B = -1; C = i; D = 9; E = -2; F = -5; G = -2; H = 12; I = -5

CCOC(=O)c1c(C)[nH]c(C)c1C(=O)COC(=O)C1CC(=O)N(CCc2ccccc2)C1 (centres undefined)
  A = -7; B = 1; C = i; D = 5; E = -5; F = -6; G = 1; H = 0; I = -3

CC1CCCC(C)N1C(=O)COC(=O)c1c[nH]c2ccccc12 (centres undefined)
  A = 11; B = 1; C = i; D = -2; E = -5; F = 7; G = 1; H = -5; I = -2

C=CCCC(=O)N1CCC(n2nccc2NC(=O)c2ccccc2C)CC1
  A = 5; B = -3; C = i; D = -3; E = -2; F = 6; G = 0; H = -9; I = -2

O=C(NCc1nnc2n1CCCCC2)c1ccc(Cl)cc1Cl
  A = -5; B = 3; C = i; D = -4; E = 12; F = -11; G = -1; H = -6; I = 0

CCOc1ccc(N2CC(C(=O)NC3CCCC3)CC2=O)cc1 (centres undefined)
  A = 0; B = 2; C = i; D = 7; E = 2; F = -4; G = 4; H = -2; I = -1

O=S(=O)(NC(=NCc1ccccc1)c1ccccc1)c1ccc(Br)cc1
  A = -6; B = 1; C = i; D = -16; E = 1; F = 6; G = 4; H = 13; I = -4

O=C(CNC(=O)c1ccc(Br)o1)NNC(=O)c1ccccc1O
  A = -7; B = 5; C = i; D = -3; E = 10; F = 8; G = 0; H = -2; I = -2

O=C(C=Cc1cccnc1)c1ccccc1
  A = 0; B = 0; C = i; D = 2; E = 10; F = 4; G = 4; H = -2; I = 7

O=C(Nc1c(-c2ccccc2)nc2ccccn12)c1cccs1
  A = 5; B = 0; C = i; D = 2; E = 5; F = -1; G = -2; H = -11; I = -3

CN(CCOc1ccccc1)c1ccc(S(=O)(=O)N2CCCCC2)cn1
  A = 6; B = 3; C = i; D = 2; E = 5; F = 7; G = 0; H = 17; I = -12

CCCC(C)NC(=O)CN1C(=O)c2cccc3cccc1c23 (centres undefined)
  A = 3; B = 0; C = i; D = 3; E = 3; F = 8; G = -3; H = -4; I = -1

CCC(CC)C(=O)Nc1cc([N+](=O)[O-])ccc1Cl
  A = -12; B = 4; C = i; D = 14; E = 16; F = 2; G = 0; H = 17; I = -1

CCCCC(=O)NNC(=S)NC(=O)c1ccc([N+](=O)[O-])cc1
  A = 2; B = 5; C = i; D = 6; E = 9; F = 28; G = -1; H = 6; I = 7.8*

COc1cccc(-c2csc(N3CCN(C(=S)Nc4cccc(Cl)c4)CC3)n2)c1
  A = -1; B = -3; C = i; D = 2; E = 4; F = -60; G = 2; H = 27; I = -3

O=C(Oc1ccc(C(=S)N2CCOCC2)cc1Cl)c1ccccc1F
  A = -4; B = 3; C = i; D = 0; E = -4; F = 21; G = 2; H = 5; I = -5

COc1ccccc1C(=O)NCCC(=O)NC1CCCC(C)C1C (centres undefined)
  A = -2; B = 7; C = i; D = 14; E = -1; F = 5; G = 2; H = -8; I = 1

COc1ccc(F)cc1S(=O)(=O)N1CC(C)CC(C)C1 (centres undefined)
  A = 9; B = 8; C = i; D = 3; E = -6; F = -2; G = 0; H = 6; I = -2

CC(=O)N/C(=C\c1ccccc1)C(=O)OCC(=O)Nc1ccc(C)c(S(=O)(=O)N(C)C)c1
  A = -12; B = -4; C = i; D = -3; E = -7; F = -10; G = 2; H = 0; I = 0

CCOC(=O)C(C#N)(Cc1cc(OC)cc(OC)c1)Cc1cc(OC)cc(OC)c1
  A = -5; B = -4; C = i; D = -2; E = -3; F = 11; G = 1; H = 25; I = -2

CCOc1ccc(C2/C(=C(/O)c3ccc(OC)cc3)C(=O)C(=O)N2c2cc(C)on2)cc1OC (centres undefined)
  A = 0; B = 2; C = i; D = 16; E = 11; F = 0; G = 1; H = -10; I = -5

Cc1ccc(NC(=O)C2CCCN(S(=O)(=O)c3cccnc3)C2)cc1C (centres undefined)
  A = -2; B = 1; C = i; D = 13; E = 20; F = 10; G = -2; H = -5; I = 0

N#CC1C(=O)NC(=O)C(C#N)C12CCCC(C(F)(F)F)C2 (centres undefined)
  A = -5; B = 1; C = i; D = -1; E = 2; F = 9; G = -1; H = -3; I = -4

CCC(C)(C)NC(=O)C(c1ccc(OC)cc1)N(C(=O)CCC(=O)Nc1cc(C)on1)c1ccc(F)cc1 (centres undefined)
  A = 5; B = -1; C = i; D = -9; E = 3; F = -6; G = 2; H = 3; I = -5

O=C(NCC(=O)N(c1cccc(F)c1)C(C(=O)NC1CCCC1)c1ccncc1)c1cccs1 (centres undefined)
  A = -9; B = -4; C = i; D = -3; E = 5; F = 4; G = 6; H = -6; I = -1

CC12CCC(=O)N1C(C(=O)Nc1ccc(S(=O)(=O)N3CCCCC3)cc1)CS2 (centres undefined)
  A = 3; B = 1; C = i; D = -16; E = -1; F = 14; G = 3; H = -4; I = -3

Cc1ccc(S(=O)(=O)N2CCN(C(=O)COc3ccc(Br)cc3)CC2)cc1
  A = -10; B = -3; C = i; D = 6; E = 5; F = -8; G = 1; H = 23; I = -1

COc1ccc(Br)c(OC)c1C(=O)NC(=O)Nc1c(F)cccc1F
  A = 8; B = 2; C = i; D = 8; E = 0; F = 8; G = 0; H = 7; I = -3

COc1ccc2nc3c(cc2c1)c(NC(=O)C1CCCO1)nn3CC(C)C (centres undefined)
  A = -4; B = 6; C = .; D = 5; E = -11; F = -2; G = -3; H = 2; I = -8

COc1ccc(C2(CCN=Cc3ccc(N(C)C)cc3)CCOC(C)(C)C2)cc1 (centres undefined)
  A = -8; B = 0; C = i; D = -3; E = -12; F = -4; G = -2; H = -4; I = -9

CN(CC(=O)Nc1ccccc1Br)C(=O)c1cccn1C
  A = -5; B = -5; C = i; D = 15; E = -11; F = 1; G = 0; H = -7; I = -1

# Grouped by structure: the entries above containing a COOH group (three)
# Screens by letter – A = E coli Lon inh; B = MT1-MMP act inh; C = Neddyl block; D = SKN-1 block; E = CendR NRP1 mod; F = PABP1 MLLE inh; G = Rin1 Abl inh; H = FAS TE block; I = MsrA act
O=C(O)CCN1CC2([N+](=O)[O-])C=CC(=O)C([N+](=O)[O-])(C1)C2CC(=O)c1ccccc1 (centres undefined)
  A = -7; B = -2; C = i; D = 0; E = -9; F = -10; G = -5; H = -10; I = -3

Cc1ccc(C)c(NC(=O)C(CC(=O)O)C2CCCO2)c1 (centres undefined)
  A = -4; B = -3; C = i; D = -11; E = -7; F = -11; G = 2; H = -5; I = 0

Cc1ccsc1C(=CCCN1CCC[C@@H](C(=O)O)C1)c1sccc1C
  A = -1; B = -2; C = i; D = -6; E = -2; F = 17; G = -4; H = -3; I = -6

# By substructure: the compounds so far with two or more sulfur atoms (four)
# Screens by letter – A = E coli Lon inh; B = MT1-MMP act inh; C = Neddyl block; D = SKN-1 block; E = CendR NRP1 mod; F = PABP1 MLLE inh; G = Rin1 Abl inh; H = FAS TE block; I = MsrA act
Cc1ccsc1C(=CCCN1CCC[C@@H](C(=O)O)C1)c1sccc1C
  A = -1; B = -2; C = i; D = -6; E = -2; F = 17; G = -4; H = -3; I = -6

NC(=O)c1ccsc1NC(=O)c1ccc(S(=O)(=O)N2CCCC2)cc1
  A = -5; B = 6; C = i; D = -3; E = 3; F = 7; G = -1; H = -4; I = -10

COc1cccc(-c2csc(N3CCN(C(=S)Nc4cccc(Cl)c4)CC3)n2)c1
  A = -1; B = -3; C = i; D = 2; E = 4; F = -60; G = 2; H = 27; I = -3

CC12CCC(=O)N1C(C(=O)Nc1ccc(S(=O)(=O)N3CCCCC3)cc1)CS2 (centres undefined)
  A = 3; B = 1; C = i; D = -16; E = -1; F = 14; G = 3; H = -4; I = -3

# Source: PubChem BioAssay
